TCR act = Activators of T cell receptors: qHTS campaign; primary human leukocytes, anti-CD3, IL-2 HTRF, 48 h; Potency, µM (doses to about 9.22 µM), for inactives: at the top dose activation of IL-2 secretion, usual class: activators; 330,000 tested, under 10 active; AID 504894, 2011; also: % of control where 0% means no effect
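Human primary leukocytes + a-CD3 beads + cpd, 48 hr; IL-2 in supernatant by HTRF (ex 320nm / em 665nm). No co-stimulatory signal supplied.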
PTAP TSG101 blk = qHTS Assay for Iinhibitors of HIV-1 Budding by Blocking the Interaction of PTAP/TSG101; Fluorescence polarization, FITC-PTAP peptide / Tsg101 binding; Potency, µM (series often up to 115 µM), inactives show at the highest dose activity change, negative = inhibition, actives largely listed as inhibitors; 340,000 tested, under 10 active; AID 493005, 2010; active = well fitted inhibition curve with a large enough effect in the main read-out, with a control signal flat, not every such curve was filed as active; inconclusive = small, poorly fitted or top-dose-only effect, or effect the other way, or a change in a side signal; inactive = no such curve, though single readings can be large or run the other way; also: potency is read from the fitted curve at half-maximal effect; % of control where 0% means no effect
Target sequence (Q99816 whole entry, looked up): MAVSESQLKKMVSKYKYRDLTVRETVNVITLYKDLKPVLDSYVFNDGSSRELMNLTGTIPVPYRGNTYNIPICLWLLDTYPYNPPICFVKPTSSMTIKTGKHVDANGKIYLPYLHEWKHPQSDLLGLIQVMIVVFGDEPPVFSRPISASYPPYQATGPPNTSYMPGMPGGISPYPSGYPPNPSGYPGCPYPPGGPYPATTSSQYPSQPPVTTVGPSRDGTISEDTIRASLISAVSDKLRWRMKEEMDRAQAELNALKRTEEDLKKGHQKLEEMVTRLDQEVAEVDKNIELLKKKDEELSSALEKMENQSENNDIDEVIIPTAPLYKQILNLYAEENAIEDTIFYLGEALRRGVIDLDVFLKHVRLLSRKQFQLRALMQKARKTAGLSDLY
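Steps: Tsg101 binding domain dispensed (10 uM final), compounds pinned in DMSO, FITC-labeled PTAP-motif peptide added (50 nM final); after 20 min binding at room temperature, polarization measured.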
Integrin act MD = qHTS for Activators of Integrin-Mediated Alleviation for Muscular Dystrophy. alpha7betagal myoblasts, beta-gal FDG fluorescence, 48 h. Potency, µM (titrated, usually from 38.3 µM), for the others: at the top dose activation, most hits filed as activators. hit rate 0.064% among 350,000. AID 624291, 2012;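 also: potency is read from the fitted curve at half-maximal effect; 100% = response of the positive control SU9516; nearly all actives have a fitted effect of over 60% in size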
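alpha7betagal+/- myoblasts (passage 13, 250/well) treated 48 h at 37C with compounds at 1:260 dilution of DMSO stock. Lysed, then beta-galactosidase activity read as FDG fluorescence (ex 480/em 540) after 30 min, with pre-read for autofluorescence.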
MLL CXXC-DNA inh = qHTS Fluorescence Polarization Assay for Inhibitors of MLL CXXC domain - DNA interaction | Histone-lysine N-methyltransferase 2A (Homo sapiens), Q03164 | MLL-CXXC / FITC-HOXA9 DNA fluorescence polarization | Potency, µM (top dose mostly 115 µM), for inactives: at the top dose activity change, negative = inhibition, most hits filed as inhibitors | hit rate 0.037% among 290,000 | AID 2662, 2010; active = well fitted inhibition curve with a large enough effect in the polarisation, with a control signal flat, not every such curve was filed as active; inconclusive = small, poorly fitted or top-dose-only effect, or effect the other way, or a change in a side signal; inactive = no such curve, though single readings can be large or run the other way; the % refers to the polarisation; also: potency is read from the fitted curve at half-maximal effect
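Purified MLL-CXXC (added from a 7 uM solution) was preincubated 5 min at ambient with pinned compounds in 50 mM Tris-HCl pH 7.5, 50 mM NaCl, 1 mM DTT, 0.05% BSA. Fluorescein-labeled HOX-A9 DNA (50 nM solution) followed, 30 min, then polarization read.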
B2AR arrestin = qHTS assay of beta-arrestin-biased ligands of beta2-adrenergic receptor; hit rate 0.02% among 330,000; beta-arrestin recruitment to beta2AR, cell-based reporter; Potency, µM (series often up to 46.1 µM), without a hit: at the top dose activation, most hits filed as activators;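 also: potency is read from the fitted curve at half-maximal effect; 0% = DMSO controls and full agonism = EC100 isoproterenol or metaproterenol; nearly all actives have a fitted effect of over 65% in size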
Target sequence (P07550 whole entry, looked up): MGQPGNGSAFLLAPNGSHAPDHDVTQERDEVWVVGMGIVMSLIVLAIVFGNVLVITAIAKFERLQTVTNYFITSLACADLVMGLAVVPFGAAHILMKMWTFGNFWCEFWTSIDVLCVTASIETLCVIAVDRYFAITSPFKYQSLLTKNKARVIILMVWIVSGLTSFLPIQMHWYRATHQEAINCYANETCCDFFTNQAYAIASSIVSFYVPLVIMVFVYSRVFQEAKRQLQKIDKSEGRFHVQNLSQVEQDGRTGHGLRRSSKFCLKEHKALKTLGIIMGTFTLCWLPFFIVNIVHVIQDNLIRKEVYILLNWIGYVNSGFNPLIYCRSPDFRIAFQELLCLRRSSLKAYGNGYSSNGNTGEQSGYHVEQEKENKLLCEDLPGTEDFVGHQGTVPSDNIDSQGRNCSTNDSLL
A-T KAP1 phos = qHTS Assay for Identifying a Potential Treatment of Ataxia-Telangiectasia; […] A-T fibroblasts, KAP-1 phosphorylation AlphaLISA; neocarzinostatin DNA damage 30 min before lysis; Potency, µM (top dose mostly 57.5 µM), inactives show at the highest dose activation, usual class: activators; hit rate 0.19% among 320,000; also: potency is read from the fitted curve at half-maximal effect; % of control where 0% means no effect; nearly all actives have a fitted effect of over 45% in size
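hTERT-immortalized A-T patient fibroblasts ([…]), 500 cells/well in OPTI-MEM, 1% FBS, got compounds for 60 min, then NCS for 30 min at 37C. Lysates were then assayed for phospho-KAP-1 by AlphaLISA (anti-pKAP1 donor, anti-KAP1 acceptor beads), 6 hr at 25C.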
p53 reactivator = qHTS assay for re-activators of p53 using a Luc reporter; H1299 p53-A138V BP100-luciferase reporter, luminescence, 24 h; Potency, µM (titrated, usually from 92.2 µM), for the others: top-dose activity change, positive = activation, hits mostly activators; hit rate 0.063% among 320,000; AID 504706, 2011; also: potency is read from the fitted curve at half-maximal effect; % of control where 0% means no effect; nearly all actives have a fitted effect of over 45% in size
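p53-null H1299 cells stably carrying temperature-sensitive p53-A138V and a BP100-luciferase reporter were pinned with compounds (4-point, 1:5 series) and held 24 hrs at 37 deg C. Luminescence was read 10 min after detection reagent.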
ELG1 repair inh = qHTS screen for small molecules that inhibit ELG1-dependent DNA repair in human embryonic kidney (HEK293T) cells expressing luciferase-tagged ELG1 | HEK293T ELG1-luciferase reporter, luminescence, 16 h; DNA damage induced by 5-fluorouridine | Potency, µM (highest dose often 46.1 µM), for the others: top-dose activity change, negative = inhibition, actives largely listed as inhibitors | hit rate 2.3% among 330,000; also: potency is read from the fitted curve at half-maximal effect; % is scaled to controls: 0 for no effect and ±100 for the full control effect; nearly all actives have a fitted effect of over 55% in size
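In this reporter screen, reduction of luminescence relative to DMSO vehicle indicated activity. Compounds and 5-fluorouridine were added together to 2,000 cells per well, incubated for 16 hr at 37 °C, then developed with ONE-Glo.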
BRCA1 expr up = qHTS Assay to Identify Small Molecule Activators of BRCA1 Expression | Potency, µM (top dose mostly 46.1 µM), without a hit: at the top dose activation, usual class: activators | hit rate 1.1% among 380,000 | MCF7-BRCA1-FFLuc reporter, luminescence, 48 h; response scale: scaled: vehicle 0%, 10 µM genistein 100%; also: potency is read from the fitted curve at half-maximal effect; nearly all actives have a fitted effect of over 80% in size; some results filed as inactive show a strong effect at the top dose
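First, MCF7-BRCA1-FFLuc cells (2000/well) attach for 2 h; next, compounds are pin-added and incubated 48 h at 37 °C; finally, luciferase reagent is added and luminescence read after 15 min.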
TRPV1 agonist = HTS Assay for Compounds that Act as Agonists of the Vanilloid Receptor 1 | TRPV1-expressing cells, Fluo-8 calcium influx, agonist mode | activation, % at 8.33 µM | Transient receptor potential cation channel subfamily V member 1 (Homo sapiens), Q8NER1 | hit rate 0.19% among 320,000; in the data active = activation above about 80%; inconclusive = between about 30% and that limit; also: 0% is about no effect
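Cells expressing TRPV1 were dye-loaded with Fluo-8 and read kinetically: 10 s baseline, 3 min after compound (agonist portion), then 2 min after EC20 capsaicin (allosteric enhancer portion). Calcium-bound dye fluorescence at 480/520 nm.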
Starred values were filed as active, the others as inactive; ? = inconclusive; . = not tested or not shown; [ ] = another dose, or the depositor's remark. Unless noted, calls follow the shape of the dose curve; as a rule, active = well fitted curve in the direction sought with a large enough effect; inconclusive = small, poorly fitted or top-dose-only effect, or another doubt; inactive = no such curve, though single readings can be large; an effect the other way counts as inactive or inconclusive. Compounds as they come; overall some 3.8% were active at least once.

| Compound | TCR act | PTAP TSG101 blk | Integrin act MD | MLL CXXC-DNA inh | B2AR arrestin | A-T KAP1 phos | p53 reactivator | ELG1 repair inh | BRCA1 expr up | TRPV1 agonist |
| --- | --- | --- | --- | --- | --- | --- | --- | --- | --- | --- |
| Cc1ccc(C(=O)C2=C(O)C(=O)N(CCCN(C)C)C23C(=O)N(C)c2ccccc23)o1 (centres undefined) | 2% | -2% | -15% | 1% | -0.3% | 4% | -7% | -1% | 6% | 4 |
| O=C(NCCCN1CCOCC1)c1ccc(NS(=O)(=O)c2cccc([N+](=O)[O-])c2)cc1 | 0% | . | -2% | -1% | -0.2% | -5% | . | -1% | -8% | 2 |
| Cc1ccc(C)c(S(=O)(=O)Nc2ccc(O)c3ccccc23)c1 | 0% | -4% | -43% | -3% | 0.0% | 5% | . | ? | -46% | 1 |
| O=C(/C=C/c1ccc(Cl)cc1)NC(=S)Nc1ccc(NC(=O)c2ccco2)cc1 | 2%[46.1 µM] | 0% | -51%[inhibitor] | 7% | -0.6% | -1% | -12% | ? | -16% | 4 |
| Cc1ccc(NC(=O)CSc2nccn2Cc2ccco2)cc1 | 4% | -3% | -12% | 5% | -0.4% | -9% | 4% | ? | 10µM* | 7 |
| COc1ccc(-c2nn[nH]n2)cc1OC | 5% | 0% | 4% | -1% | 0.0% | -6% | 2% | ? | 28% | 2 |
| COc1cc2c(cc1NC(=O)COC(=O)[C@@H](NS(=O)(=O)c1ccccc1)C(C)C)oc1ccccc12 | 2%[46.1 µM] | 0% | -17% | 12% | -0.8% | 5% | 15% | -28% | -44% | 0 |
| CCN(c1ccccc1)S(=O)(=O)c1cccc(C(=O)NCc2ccccn2)c1 | 0% | 2% | -9% | . | 0.1% | 6% | 2% | 15% | 14% | 7 |
| CCn1c(SCC(=O)Nc2ccc3c(c2)OCO3)nc2c(c1=O)SC(C)C2 (centres undefined) | -2% | 0% | 26% | 8% | -0.3% | -16% | -3% | 5% | -1% | 7 |
| CCOC(=O)CCn1c(=O)c2c(nc(Br)n2Cc2ccccc2)n(C)c1=O | 2% | -1% | -18% | 4% | -0.9% | 6% | -3% | ? | -8% | -3 |
| O=C(c1cc(-c2ccc(Cl)c(Cl)c2)on1)N1CCN(c2ccccc2)CC1 | -1% | -1% | 28% | 6% | -0.1% | 7% | ? | ? | 7% | 3 |
| C=CCC1Cc2c(Br)cccc2C(CC=C)N1 (centres undefined) | 3% | -2% | ? | 1% | -0.1% | -3% | -4% | -8% | -12% | 2 |
| COc1ccc(OCC(O)CN2CCc3ccccc3C2)cc1 (centres undefined) | -1% | 0% | -8% | 5% | -0.5% | 3% | -1% | 8% | 6% | 4 |
| O=C(O)c1ccc(-n2nc(-c3ccccc3)c3ccccc3c2=O)cc1 | 0% | -5% | 35% | -8% | 0.1% | 4% | -4% | 10% | -11% | 1 |
| O=C1OC[C@@H]2CCCN2C(=O)[C@@H](CC(=O)N(CCO)Cc2ccccc2)C/C=C\C[C@@H]1Cc1ccc(F)cc1 | -2% | 6% | -32% | . | -0.4% | -2% | 0% | -23% | -15% | . |
| Cc1cc(NC(=O)c2cc(CC(C)C)on2)n(-c2ccccc2)n1 | -8%[46.1 µM] | -3% | -12% | -13% | -0.4% | 2% | 5% | -5% | 1% | 5 |
| O=C(CN1CCN(c2ccccn2)CC1)NC1CCCC1 | . | -7% | 20% | -3% | 0.4% | 20% | 1% | -1% | -34% | 0 |
| O=C(COc1ncnc2cc([N+](=O)[O-])ccc12)NC(=O)NC1CCCCC1 | 0% | 1% | -10% | -8% | 0.0% | -2% | 1% | ? | -18% | 2 |
| CC1=CC(c2ccccc2)n2nc(NC(=O)CCCC(=O)O)nc2N1 (centres undefined) | 2% | -2% | 2% | -1% | 0.2% | -1% | 1% | 0% | -3% | 0 |
| COc1cc(C(C)=O)ccc1COc1ccc(C(=O)OCC(=O)NC(C)(C)C)cc1OC | 9%[46.1 µM] | -4% | 13% | 1% | -0.2% | -6% | -6% | ? | -31% | 8 |
| C/C=C(/C)C(=O)O[C@@H]1[C@H](OC(=O)C=C(C)C)c2c(ccc3ccc(=O)oc23)OC1(C)C | -8% | -5% | -23% | 5% | -1.8% | -4% | -6% | -24% | 5% | ? |
| CO/N=C/NC(=O)c1c(OC)ccnc1Oc1ccccc1 | . | -5% | 25% | -1% | -0.2% | 5% | -1% | ? | 1% | -9 |
| Cc1cnc(C(=O)Nc2ccc(S(=O)(=O)NCC(C)C)cc2)cn1 | -1% | -2% | 0% | -14% | -0.6% | -1% | -2% | 5% | -15% | 7 |
| COc1ccc2nc(/N=C/c3c(C)[nH]n(-c4ccc(C)cc4C)c3=O)sc2c1 | 2%[46.1 µM] | 4% | -5% | ? | ? | 2% | 16% | ? | 9% | -3 |
| N#CCSc1nc2sccc2c(=O)n1-c1ccccc1 | 3% | -4% | 19% | -4% | -0.1% | 1% | -8% | 8% | -28% | 1 |
| O=C(N/N=C/c1cc([N+](=O)[O-])ccc1O)C1C2CCCCC21 (centres undefined) | . | . | . | -4% | -0.3% | -1% | 11% | ? | . | 5 |
| CCOCCCNC(=O)CN(c1cc([N+](=O)[O-])ccc1OC)S(C)(=O)=O | 6% | -2% | 8% | -8% | -0.2% | 0% | 3% | 1% | -13% | -4 |
| NC(=O)COC(=O)CC12CC3CC(CC(Br)(C3)C1)C2 | -6% | -1% | 3% | -3% | -0.3% | 3% | 4% | 2% | 10% | 0 |
| COc1ccc(C(C)=O)cc1COC(=O)CCNS(=O)(=O)c1ccc(C)cc1 | 0% | -3% | -10% | . | 0.2% | 15% | 3% | -1% | -20% | -2 |
| COc1ccccc1CNc1nc(=S)[nH]c2cc(OC)c(OC)cc12 | 3% | -2% | 25% | ? | -0.6% | 15% | -6% | ? | -28% | -2 |
| COc1ccccc1C(=O)N/N=C(\C)CC(=O)Nc1ccc(Cl)cn1 | 5% | -1% | -15% | -14% | -0.6% | 9% | 6% | 11% | -12% | 4 |
| CC1CCN(C(=O)CSc2nnc(CNC(=O)COc3ccc(Cl)cc3)o2)CC1 | 6% | -2% | 9% | 4% | 0.4% | -3% | -4% | -9% | -1% | 0 |
| CN(C)C(=O)c1sccc1Oc1ccc(F)cc1[N+](=O)[O-] | -4% | 1% | -4% | 24% | 0.1% | -1% | 24% | 11% | 0% | 0 |
| Cc1cc(OC(=O)c2cc(F)c(F)cc2Cl)nc(C)n1 | -7% | -2% | 4% | 2% | -0.5% | 2% | 6% | -4% | 0% | 0 |
| Cc1cccc(Cl)c1OCCCN1CCOCC1 | 9% | -1% | 3% | 1% | -0.7% | -6% | -35%[inhibitor] | -4% | -11% | 3 |
| CC(c1ccccc1)n1cc(C(=O)NCc2cccnc2)nn1 (centres undefined) | 3% | -2% | 22% | -4% | 0.8% | . | 3% | 15% | 15% | -5 |
| Cc1ccc(S(=O)(=O)N2CCN(C(=O)c3ccccc3)C2)cc1[N+](=O)[O-] | 9% | -2% | -20% | 18% | 0.1% | -9% | 10% | -7% | -3% | 4 |
| O=C1CC(N(CCc2ccccc2)C(=S)Nc2cc(Cl)ccc2Cl)C(=O)N1c1c(Cl)cccc1Cl (centres undefined) | -2% | -10% | -22% | 6% | 0.0% | -7% | 9% | -1% | -53% | 4 |
| CC1CN(C(=O)COC(=O)c2ccc(Cl)c(S(=O)(=O)N3CCCCC3)c2)CC(C)O1 (centres undefined) | -5% | -4% | -23% | 1% | 0.0% | 8% | -4% | 2% | -14% | 0 |
| CCCCNC(=O)CSc1cc(=O)n(C)c2ccccc12 | 2% | -2% | 17% | -3% | -0.2% | -6% | -2% | ? | 5% | ? |
| COc1cc(/C=C2\SC(=S)N(N3CCOCC3)C2=O)cc(OC)c1OC | -9%[46.1 µM] | 1% | -13% | -8% | -0.3% | 5% | -3% | -26% | -28% | -2 |
| COc1cccc(/C=C/C(=O)OCC(=O)Nc2ccc(N3CCOCC3)cc2)c1OC | 8% | 2% | ? | -5% | -0.1% | 4% | 4% | 5% | 7% | 7 |
| O=C(Nc1ccnc(-c2cccnc2)n1)c1cccs1 | -12% | -6% | 1% | -1% | -0.2% | -1% | 2% | 16% | -17% | 11 |
| O/N=C/Cc1[nH]c2ccccc2c1-c1ccccc1 | -3% | 4% | -30% | 41%[activator] | -0.4% | 25% | 1% | 27% | 6% | -1 |

Screening data deposited in PubChem by National Center for Advancing Translational Sciences (NCATS).
